Source: PubChem BioAssay (The Scripps Research Institute Molecular Screening Center)
FBW7 activator: human FBW7 E3 ligase activation, primary screen; Q969H0; AlphaScreen FBW7–phospho-cyclin E peptide binding, activator screen; normalized activity (activation), % at 26.1 µM; 650,000 tested, 0.13% active; in the data active = normalized activity above about 1.9%;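 also: purified mutant Fbw7 with reduced substrate affinity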
GPR151 activ: activators of human GPR151; activation, % at 11.2 µM; AID 1508602; PathHunter beta-arrestin GPR151 cells, luminescence; Q8TDV0; 650,000 tested, 1% active; in the data active = activation above about 4.9%;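 also: 0% = median of compound wells and 100% = cells with positive control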
Target sequence (Q8TDV0 whole entry, looked up): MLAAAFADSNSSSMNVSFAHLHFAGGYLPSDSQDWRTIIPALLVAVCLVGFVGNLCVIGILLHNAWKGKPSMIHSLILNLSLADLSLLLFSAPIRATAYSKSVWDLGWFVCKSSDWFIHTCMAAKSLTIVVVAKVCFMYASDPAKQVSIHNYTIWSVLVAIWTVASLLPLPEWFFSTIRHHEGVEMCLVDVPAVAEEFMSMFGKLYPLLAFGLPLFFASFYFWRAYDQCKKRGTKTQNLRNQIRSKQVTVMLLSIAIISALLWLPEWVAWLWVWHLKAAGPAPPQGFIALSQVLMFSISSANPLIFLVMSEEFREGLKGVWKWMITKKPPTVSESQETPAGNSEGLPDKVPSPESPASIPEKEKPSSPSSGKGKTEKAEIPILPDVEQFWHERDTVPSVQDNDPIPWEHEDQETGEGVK
TEAD-YAP inh: TEAD-YAP interaction inhibition | HEK-TIYL cells, TEAD-Gal4/YAP UAS-luciferase luminescence | inhibition, % at 9.12 µM | 640,000 tested, 1.4% active; in the data active = inhibition above about 32%;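 also: 0% = median of test compound wells and 100% = reference inhibitor wells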
MITF primary: blocks human microphthalmia-associated transcription factor | 650,000 tested, 0.91% active | AlphaScreen MITF homodimerization, bead proximity signal | O75030 | inhibition, % at 2.6 µM; in the data active = inhibition above about 50%;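 also: 0% = vehicle wells with protein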
Target sequence (O75030 whole entry, looked up): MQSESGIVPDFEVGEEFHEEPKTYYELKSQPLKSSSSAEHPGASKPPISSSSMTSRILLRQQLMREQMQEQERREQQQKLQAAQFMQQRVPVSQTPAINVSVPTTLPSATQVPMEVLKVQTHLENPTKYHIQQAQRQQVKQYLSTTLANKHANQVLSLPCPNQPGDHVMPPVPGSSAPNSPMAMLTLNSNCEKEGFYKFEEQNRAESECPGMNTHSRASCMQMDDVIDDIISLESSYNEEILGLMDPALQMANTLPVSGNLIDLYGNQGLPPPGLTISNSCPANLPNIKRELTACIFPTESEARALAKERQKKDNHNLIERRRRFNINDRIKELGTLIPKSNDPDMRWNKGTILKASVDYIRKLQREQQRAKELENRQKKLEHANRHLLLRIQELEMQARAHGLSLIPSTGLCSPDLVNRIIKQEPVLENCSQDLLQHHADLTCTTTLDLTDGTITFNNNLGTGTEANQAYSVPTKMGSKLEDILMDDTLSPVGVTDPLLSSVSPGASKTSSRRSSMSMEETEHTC
An asterisk follows results filed as active.

For Fc1cccc(-c2cn[nH]c2C2CCN(Cc3ccoc3)CC2)c1 the results were FBW7 activator -0.1, GPR151 activ -1.0, TEAD-YAP inh 13 and MITF primary -36.
`CC(=O)c1c(C)nc(-c2ccc(OCC(=O)Nc3ccccc3)cc2)n1O` gave FBW7 activator 0.4, GPR151 activ 0.4, TEAD-YAP inh 2 and MITF primary 16.
Screening O=C(N/C=N/O)c1ccc(Cn2cc(C(F)(F)F)ccc2=O)cc1 returned FBW7 activator 0.1, GPR151 activ 0.1, TEAD-YAP inh -1 and MITF primary -4.
`COC(=O)c1cc(CNC(=O)Cc2cccs2)cc(NC(=O)c2cc(C)nn2C)c1` gave FBW7 activator 0.2, GPR151 activ 0.6, TEAD-YAP inh 1 and MITF primary -8.
For Cc1cnc(CN2Cc3ccccc3OC(C)C2)[nH]1 (centres undefined) the results were FBW7 activator 0.1, GPR151 activ -0.2, TEAD-YAP inh -8 and MITF primary -3.
Screening COc1ccc(S(=O)(=O)n2ccnc2)c(C)c1C returned FBW7 activator 0.0, GPR151 activ 0.6, TEAD-YAP inh 7 and MITF primary -11.
`CCC(=O)Nc1nc(-c2ccc(Cl)c(Cl)c2)nc2c1c(=O)oc1ccccc12` gave FBW7 activator 0.0, GPR151 activ 1.8, TEAD-YAP inh -11 and MITF primary -11.
`O=C(C1CCCO1)N1CCC(n2nc(C3CC3)ccc2=O)CC1` (centres undefined) gave FBW7 activator 0.3, GPR151 activ -0.4, TEAD-YAP inh -3 and MITF primary 8.
For CCOc1ccc(S(=O)(=O)N(CC(=O)Nc2ccccc2C)c2ccccc2)cc1 the results were FBW7 activator 0.0, GPR151 activ 0.8, TEAD-YAP inh -5 and MITF primary 9.
CC(=O)c1c(C)oc2c1cc(NS(=O)(=O)c1ccccc1)c1ccccc12 was read as FBW7 activator 0.0, GPR151 activ -0.4, TEAD-YAP inh 19 and MITF primary 13.
`Cc1ccc(NC(=O)c2ccc(Br)o2)c(Br)c1` gave FBW7 activator 0.2, GPR151 activ -2.1, TEAD-YAP inh -66 and MITF primary -10.
For CCSCCOC(=O)C1=C(C)NC2=C(C(=O)C(C(=O)OC)C(C)C2)C1c1ccccc1F (centres undefined) the results were FBW7 activator -0.1, GPR151 activ 1.3, TEAD-YAP inh 0 and MITF primary -8.
Screening Cc1cc(S(=O)(=O)NCC(C)C)ccc1OCC(=O)NCC1CCCO1 (centres undefined) returned FBW7 activator 0.1, GPR151 activ 1.1, TEAD-YAP inh 4 and MITF primary 2.
Screening CCc1nnc(NC(=O)c2noc3c2COc2ccccc2-3)s1 returned FBW7 activator 0.2, GPR151 activ 0.5, TEAD-YAP inh -12 and MITF primary -5.
`O=C1CN(c2ccc(Cl)cc2)C2(CCCCC2)S1` gave FBW7 activator -0.1, GPR151 activ 0.6, TEAD-YAP inh -3 and MITF primary -4.
For Cn1c(Sc2ccc([N+](=O)[O-])c(C(=O)O)c2)nnc1-c1ccccc1 the results were FBW7 activator -0.1, GPR151 activ -0.6, TEAD-YAP inh 0 and MITF primary -1.
Screening CSc1nnc(SC)n1N returned FBW7 activator 0.5, GPR151 activ 0.6, TEAD-YAP inh -2 and MITF primary 9.
For Cc1ccc(C)c(N(C)C(=O)c2coc(=O)c3ccccc23)c1 the results were FBW7 activator 0.0, GPR151 activ 1.9, TEAD-YAP inh -3 and MITF primary -7.
CN(C)C(=O)CN1C(=O)c2ccccc2S1(=O)=O was read as FBW7 activator -0.1, GPR151 activ 0.6, TEAD-YAP inh -1 and MITF primary -1.
`COc1cc(NC(=O)c2ccc(Cl)c([N+](=O)[O-])c2)ccc1NC(=O)c1cc2ccccc2o1` gave FBW7 activator 1.1, GPR151 activ -1.7, TEAD-YAP inh 5 and MITF primary 3.

By substructure: the compounds so far containing a Cl atom (3)
`CCC(=O)Nc1nc(-c2ccc(Cl)c(Cl)c2)nc2c1c(=O)oc1ccccc12` gave FBW7 activator 0.0, GPR151 activ 1.8, TEAD-YAP inh -11 and MITF primary -11.
`O=C1CN(c2ccc(Cl)cc2)C2(CCCCC2)S1` gave FBW7 activator -0.1, GPR151 activ 0.6, TEAD-YAP inh -3 and MITF primary -4.
`COc1cc(NC(=O)c2ccc(Cl)c([N+](=O)[O-])c2)ccc1NC(=O)c1cc2ccccc2o1` gave FBW7 activator 1.1, GPR151 activ -1.7, TEAD-YAP inh 5 and MITF primary 3.

Back to the main list, starting 6 compounds before the break.
`O=C1CN(c2ccc(Cl)cc2)C2(CCCCC2)S1` gave FBW7 activator -0.1, GPR151 activ 0.6, TEAD-YAP inh -3 and MITF primary -4.
For Cn1c(Sc2ccc([N+](=O)[O-])c(C(=O)O)c2)nnc1-c1ccccc1 the results were FBW7 activator -0.1, GPR151 activ -0.6, TEAD-YAP inh 0 and MITF primary -1.
Screening CSc1nnc(SC)n1N returned FBW7 activator 0.5, GPR151 activ 0.6, TEAD-YAP inh -2 and MITF primary 9.
For Cc1ccc(C)c(N(C)C(=O)c2coc(=O)c3ccccc23)c1 the results were FBW7 activator 0.0, GPR151 activ 1.9, TEAD-YAP inh -3 and MITF primary -7.
CN(C)C(=O)CN1C(=O)c2ccccc2S1(=O)=O was read as FBW7 activator -0.1, GPR151 activ 0.6, TEAD-YAP inh -1 and MITF primary -1.
`COc1cc(NC(=O)c2ccc(Cl)c([N+](=O)[O-])c2)ccc1NC(=O)c1cc2ccccc2o1` gave FBW7 activator 1.1, GPR151 activ -1.7, TEAD-YAP inh 5 and MITF primary 3.
For CCOC(=O)c1cnc(Nc2nc(C)c3ccc(C)cc3n2)nc1C the results were FBW7 activator -0.1, GPR151 activ 1.1, TEAD-YAP inh 0 and MITF primary -3.
`Cc1sc2ncnc(SCC(=O)NC(C)(C#N)C(C)C)c2c1C` (centres undefined) gave FBW7 activator 0.0, GPR151 activ -1.4, TEAD-YAP inh -13 and MITF primary -8.
`COc1ccc(S(=O)(=O)n2nnc3ccccc32)c(C)c1C` gave FBW7 activator 1.5, GPR151 activ -1.5, TEAD-YAP inh 1 and MITF primary 17.
`COc1ccc(C2=C/C(=C(/C#N)C(=O)NCc3ccco3)c3cc(C)ccc3O2)cc1` gave FBW7 activator 0.0, GPR151 activ 0.1, TEAD-YAP inh -17 and MITF primary -5.
`O=C(N/N=C/c1c(Cl)cccc1Cl)c1ccccc1[N+](=O)[O-]` gave FBW7 activator -0.1, GPR151 activ 0.3, TEAD-YAP inh -3 and MITF primary 10.
For CCOC(=O)c1ccc(OCc2nc(-c3ccc(OC)c(OC)c3)no2)cc1 the results were FBW7 activator 0.2, GPR151 activ -0.1, TEAD-YAP inh 1 and MITF primary 7.
For CC(C)c1ccc(NC(=O)C(=O)NCc2ccncc2)cc1 the results were FBW7 activator 0.4, GPR151 activ 0.6, TEAD-YAP inh 2 and MITF primary 6.
O=C1C2C3c4ccccc4C(c4ccccc43)C2C(=O)N1c1cccc2cccnc12 (centres undefined) was read as FBW7 activator -0.2, GPR151 activ -0.1, TEAD-YAP inh 8 and MITF primary -6.
Fc1ccc(Nc2nc(Nc3ccc(F)cc3F)nc(N3CCOCC3)n2)cc1 was read as FBW7 activator 0.2, GPR151 activ 1.5, TEAD-YAP inh -18 and MITF primary 14.
`O=C(CSc1ncccc1-c1nc2ccccc2[nH]1)NCc1ccccc1` gave FBW7 activator -0.2, GPR151 activ -1.0, TEAD-YAP inh -3 and MITF primary 0.
`CC(C)CCOc1ccc(C2CC(=O)N(C)C2=O)cc1` (centres undefined) gave FBW7 activator 0.2, GPR151 activ 0.4, TEAD-YAP inh -13 and MITF primary 0.
Cc1nnc(NC(=O)NCCN2C(=O)C3C4C=CC(C4)C3C2=O)s1 (centres undefined) was read as FBW7 activator 0.8, GPR151 activ -0.3, TEAD-YAP inh 8 and MITF primary 9.
`COc1ccc(/C(N)=N/OC(=O)C(C)Oc2ccc(Br)cc2)cc1OC` (centres undefined) gave FBW7 activator 0.9, GPR151 activ 1.0, TEAD-YAP inh 20 and MITF primary 13.
For O=C(O)CNc1nc(-c2ccccc2)c2cc([N+](=O)[O-])ccc2n1 the results were FBW7 activator 0.1, GPR151 activ -0.1, TEAD-YAP inh 4 and MITF primary 35.
Screening c1cncc(-c2nc(NCCCN3CCOCC3)cc(-c3ccncc3)n2)c1 returned FBW7 activator -0.1, GPR151 activ 4.0, TEAD-YAP inh 9 and MITF primary -1.
For CCc1nnc(NC(=O)C(CC)Sc2ccc(C)cc2)s1 (centres undefined) the results were FBW7 activator 0.0, GPR151 activ -0.4, TEAD-YAP inh 1 and MITF primary -6.
For CCOc1ccc(NC(=O)CN2CCCC(c3nc4ccccc4[nH]3)C2)cc1 (centres undefined) the results were FBW7 activator 0.3, GPR151 activ -0.4, TEAD-YAP inh 11 and MITF primary -1.
For COc1ccc(OC)c2c(C)cc(N3CCCCCC3)nc12 the results were FBW7 activator 0.0, GPR151 activ 1.4, TEAD-YAP inh 11 and MITF primary 1.
For COc1ccccc1CCNC(=O)c1ccc2c(c1)CC(c1nc3ccc(-c4ccnc(N)n4)cc3[nH]1)CO2 (centres undefined) the results were FBW7 activator 3.0*, GPR151 activ -0.6, TEAD-YAP inh 29 and MITF primary -7.
For CCOC(=O)COc1cccc2c(=O)n(CC(=O)N3CCN(c4ccccc4)CC3)ccc12 the results were FBW7 activator 0.2, GPR151 activ 1.5, TEAD-YAP inh 6 and MITF primary 0.
`CCN1C(=O)/C(=C\c2ccc(C)cc2)C(C(=O)OC)=C1C` gave FBW7 activator 0.0, GPR151 activ -0.4, TEAD-YAP inh 4 and MITF primary 13.
`COc1cc(NC(=O)CN2C(=O)NC(Cc3ccccc3)C2=O)cc(OC)c1` (centres undefined) gave FBW7 activator -0.1, GPR151 activ -0.4, TEAD-YAP inh 4 and MITF primary -2.
`c1ccc(CN2CCC(Nc3ncnc4nc(-c5csc6ccccc56)[nH]c34)CC2)cc1` gave FBW7 activator 0.0, GPR151 activ -1.2, TEAD-YAP inh 2 and MITF primary -4.
Screening O=C(CC1C(=O)NCCN1Cc1ccc(F)c(F)c1)NCC(F)(F)F (centres undefined) returned FBW7 activator 0.3, GPR151 activ -0.5, TEAD-YAP inh -1 and MITF primary 17.
`CCCn1c(SCC(=O)NCC(=O)OCC)nnc1C(C)C` gave FBW7 activator 0.2, GPR151 activ -0.1, TEAD-YAP inh -1 and MITF primary -24.
For CC(C)C(NS(=O)(=O)/C=C/c1ccccc1)C(=O)O (centres undefined) the results were FBW7 activator 0.7, GPR151 activ 0.1, TEAD-YAP inh 9 and MITF primary 8.
CCCCOC(=O)Nc1cc(C)ccc1C was read as FBW7 activator 0.2, GPR151 activ 1.6, TEAD-YAP inh 0 and MITF primary 9.
Cc1ccc(S(=O)(=O)Nc2nc(C)cc(N/N=C\c3ccco3)n2)cc1 was read as FBW7 activator 0.1, GPR151 activ 0.4, TEAD-YAP inh 4 and MITF primary 7.
For O=C(Nc1ccccc1F)N1CCC(n2nnc3cc(F)ccc32)CC1 the results were FBW7 activator 0.0, GPR151 activ -1.0, TEAD-YAP inh 1 and MITF primary 1.
Cn1nc(C(C)(C)C)cc1C(=O)N[C@H]1C[C@H]2C(=O)N3CCC[C@@H]3C(=O)N2C1 was read as FBW7 activator 0.5, GPR151 activ -0.7, TEAD-YAP inh 4 and MITF primary 19.
For O=C1/C(=C\c2ccccc2F)NC(=S)N1c1ccccc1 the results were FBW7 activator -0.2, GPR151 activ -1.0, TEAD-YAP inh -15 and MITF primary 6.
For O=C(C1CCCN(S(=O)(=O)c2ccc(Br)s2)C1)N1CCCCCC1 (centres undefined) the results were FBW7 activator 0.0, GPR151 activ -0.6, TEAD-YAP inh -10 and MITF primary 11.
`COC(=O)Cn1cc(S(=O)(=O)NC2CCCCCCC2)c2cc([N+](=O)[O-])ccc21` gave FBW7 activator -0.1, GPR151 activ 1.8, TEAD-YAP inh 8 and MITF primary -8.
For CN1CC=C2C(C#N)=C(N)C(C#N)(C#N)C(c3cccc(F)c3F)C2C1 (centres undefined) the results were FBW7 activator 0.0, GPR151 activ -0.5, TEAD-YAP inh -3 and MITF primary 10.
`CN1/C(=C\C(=O)COC(=O)c2ccc(CO)cc2)C(C)(C)c2ccccc21` gave FBW7 activator -0.1, GPR151 activ -0.1, TEAD-YAP inh 1 and MITF primary 5.
`CCc1nc(SCC(=O)Nc2ccc([N+](=O)[O-])cc2)n[nH]1` gave FBW7 activator -0.1, GPR151 activ 1.0, TEAD-YAP inh 3 and MITF primary 1.
For Cc1cnc(NC2CCC(O)CC2)nc1NC1CCN(Cc2ccccc2)CC1 (centres undefined) the results were FBW7 activator 0.2, GPR151 activ 3.8, TEAD-YAP inh -3 and MITF primary 7.
`O=C1NC(=O)N(C2CCCCC2)C(=O)/C1=C/c1cnc(-c2ccccc2)nc1` gave FBW7 activator -0.5, GPR151 activ -1.4, TEAD-YAP inh -9 and MITF primary -7.
For COc1ccc(N2CCN(CCNC(=O)c3oc(=O)c4ccccc4c3-c3ccccc3)CC2)cc1 the results were FBW7 activator -0.1, GPR151 activ 0.1, TEAD-YAP inh -3 and MITF primary 9.
Cc1ccc(/C=C2/C(=O)NN(c3cccc(C)c3)C2=O)cc1 was read as FBW7 activator 0.1, GPR151 activ 3.6, TEAD-YAP inh 9 and MITF primary -4.
C/C(=N\NC(=O)c1cccc(N2CCCC2=O)c1)c1cc(O)ccc1O was read as FBW7 activator -0.1, GPR151 activ 1.4, TEAD-YAP inh -5 and MITF primary 8.
Screening c1ccc(Cn2nnnc2-c2ccco2)cc1 returned FBW7 activator 0.0, GPR151 activ -0.5, TEAD-YAP inh -2 and MITF primary 2.
For CCOc1ccc(CN2CCN(Cc3ccc(OC)cc3)CC2CCO)cc1 (centres undefined) the results were FBW7 activator 0.1, GPR151 activ -1.1, TEAD-YAP inh 3 and MITF primary 16.
